APEX1 inh: blocks human APE1 abasic DNA cleavage. P27695. recombinant APE1, TAMRA/BHQ-2 abasic DNA cleavage fluorescence. Potency, µM (titrated, usually from 65.8 µM), without a hit: at the highest dose activity change, negative = inhibition, usual class: inhibitors. actives 0.35% (n = 350,000);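 note: potency is the fitted concentration of half-maximal effect; plate controls were vehicle for no effect and reference inhibitor for full effect; nearly all actives have a fitted effect of over 55% in size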
Target sequence (P27695 whole entry, looked up): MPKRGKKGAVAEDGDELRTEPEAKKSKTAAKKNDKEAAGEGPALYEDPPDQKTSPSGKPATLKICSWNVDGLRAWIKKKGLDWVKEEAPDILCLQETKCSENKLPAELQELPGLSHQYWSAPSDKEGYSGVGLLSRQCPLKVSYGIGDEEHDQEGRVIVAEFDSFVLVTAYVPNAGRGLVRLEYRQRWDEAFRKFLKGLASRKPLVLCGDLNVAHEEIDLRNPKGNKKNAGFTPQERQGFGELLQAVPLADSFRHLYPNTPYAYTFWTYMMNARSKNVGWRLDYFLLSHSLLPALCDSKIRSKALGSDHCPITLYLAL
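Substrate: short duplex with […] THF abasic site, 5'-TAMRA and 3'-BHQ-2, 50 nM final. APE1 at 0.75 nM, preincubated 15 min RT with compound. Fluorescence increase from first to third read measured activity.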
Pol kappa inh: inhibitors of human DNA polymerase kappa; Q9UBT6; purified Pol kappa, fluorescent DNA synthesis assay, 10 min; Potency, µM (titrated, usually from 107 µM), for inactives: at the highest dose activity, negative = inhibition, hits mostly inhibitors; actives 0.53% (n = 400,000); note: potency is the fitted concentration of half-maximal effect; % is set by controls: 0 for no effect and ±100 for the full control effect
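First, compounds were pin-transferred onto 10 nM Pol kappa. After 15 min at room temperature, substrate was added to 50 nM final. Fluorescence was then measured kinetically at 0 and 10 min.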
LDHA inh: LDHA (human) enzyme inhibition | activity change, % (values are at about 110 or 230 µM) | purified LDHA, NADH/diaphorase-resazurin fluorescence; hits give low values | P00338 | AID 1347041 | actives 0.15% (n = 480,000); in the data active = activity change below about -30%; inconclusive = mostly about -25% to -30%;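 note: plate controls were DMSO wells for no effect and wells without enzyme for full effect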
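Enzyme activity of human lactate dehydrogenase 5 (2 nM; 0.06 mM NADH, 0.2 mM pyruvate, 5 min, RT) is measured via a resazurin/diaphorase fluorescence readout of residual NADH.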
Anesthetic bind: binds horse apoferritin like a general anesthetic | P02791 | apoferritin/1-aminoanthracene competitive binding, fluorescence | Potency, µM (top dose mostly 77.5 µM), for the others: top-dose activity change, negative = displacement, most hits filed as inhibitors | actives 0.074% (n = 350,000); note: potency is the fitted concentration of half-maximal effect; % is set by controls: 0 for no effect and ±100 for the full control effect; nearly all actives have a fitted effect of over 20% in size
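Concentration-response curves derived by four-parameter Hill fitting of normalized fluorescence, where compounds displaced 1-AMA from 10 uM horse apoferritin following a brief 10 min room-temperature incubation; propofol titration acted as positive control.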
12-LOX inh: ALOX12 (human) lipoxygenase inhibition; P18054; purified 12hLO, xylenol orange hydroperoxide absorbance; Potency, µM (titrated, usually from 108 µM), for inactives: at the top dose activity change, negative = inhibition, actives largely listed as inhibitors; actives 1.1% (n = 580,000); AID 1671190; note: potency is the fitted concentration of half-maximal effect; % is set by controls: 0 for no effect and ±100 for the full control effect
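Purified human 12hLO (150 nM final) in 25 mM Hepes, 0.01% Triton X-100, pH 7.0 was preincubated 15 min at room temperature with compound. Then 40 uM arachidonic acid was added, 30 min. Hydroperoxide was read by Fe-XO absorbance ratio 573/405 nm.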
Pol beta inh: blocks human DNA polymerase beta activity; Pol beta primer extension/strand displacement, fluorescence kinetic; actives 1.3% (n = 340,000); Potency, µM (titrated, usually from 114 µM), for the others: at the top dose activity change, negative = inhibition, actives largely listed as inhibitors; AID 485314; note: potency is the fitted concentration of half-maximal effect; % is set by controls: 0 for no effect and ±100 for the full control effect
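Human Pol beta at 10 nM; strand-displacement substrate 50 nM final. Compound exposure 15 min at room temperature before start, reaction 10 min at room temperature.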
POLH inh: inhibitors of human DNA polymerase eta | recombinant Pol eta, fluorescent DNA replication assay | Potency, µM (highest dose often 114 µM), without a hit: top-dose activity change, negative = inhibition, usual class: inhibitors | Q9Y253 | actives 1.2% (n = 390,000); note: potency is the fitted concentration of half-maximal effect; % is set by controls: 0 for no effect and ±100 for the full control effect
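Fluorescent replication assay: 50 nM final substrate added after a 15 min room-temperature compound preincubation with 10 nM enzyme. Signal taken at 0 min and again at 10 min.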
RGS4 inh: human RGS4 inhibition. P49798. Transcreener GDP fluorescence polarization, RGS4-accelerated GTP hydrolysis. Potency, µM (doses to about 114 µM), for the others: at the highest dose activity change, negative = inhibition, usual class: inhibitors. actives 0.039% (n = 390,000); note: potency is the fitted concentration of half-maximal effect; % is set by controls: 0 for no effect and ±100 for the full control effect; nearly all actives have a fitted effect of over 75% in size; some results filed as inactive show a strong effect at the top dose
Target sequence (P49798 whole entry, looked up): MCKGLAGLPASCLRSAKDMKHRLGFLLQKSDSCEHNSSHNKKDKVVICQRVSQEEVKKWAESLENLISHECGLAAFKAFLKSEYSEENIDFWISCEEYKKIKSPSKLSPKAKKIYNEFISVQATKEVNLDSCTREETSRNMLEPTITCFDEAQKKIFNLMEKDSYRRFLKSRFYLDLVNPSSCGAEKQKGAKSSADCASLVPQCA
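MLSMR compounds (23 nl, pin-transferred) preincubated 10 min at room temperature with a 500nM (2x) first reagent, then RGS4 at 900nM (2x) plus Transcreener GDP mix added; fluorescence polarization (620/688 nm) read before and after 90 min at 30 °C.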
ERG Ets-DNA blk: blocks human ERG Ets domain binding to DNA. fluorescence polarization, His-ERG Ets domain / labelled DNA. Potency, µM (titrated, usually from 76.9 µM), inactives show at the highest dose FP activity, negative = inhibition, actives largely listed as inhibitors. actives 0.028% (n = 370,000); active = well fitted inhibition curve with a large enough effect in the polarisation, with a control signal flat; inconclusive = small, poorly fitted or top-dose-only effect, or effect the other way, or a change in a side signal; inactive = no such curve, though single readings can be large or run the other way; the % refers to the polarisation;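 note: polarization taken with two DNA probes labelled with fluorescein and Texas red; potency is the fitted concentration of half-maximal effect; % of control where 0% means no effect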
Target sequence (P11308 whole entry, looked up, the tested form may be a part): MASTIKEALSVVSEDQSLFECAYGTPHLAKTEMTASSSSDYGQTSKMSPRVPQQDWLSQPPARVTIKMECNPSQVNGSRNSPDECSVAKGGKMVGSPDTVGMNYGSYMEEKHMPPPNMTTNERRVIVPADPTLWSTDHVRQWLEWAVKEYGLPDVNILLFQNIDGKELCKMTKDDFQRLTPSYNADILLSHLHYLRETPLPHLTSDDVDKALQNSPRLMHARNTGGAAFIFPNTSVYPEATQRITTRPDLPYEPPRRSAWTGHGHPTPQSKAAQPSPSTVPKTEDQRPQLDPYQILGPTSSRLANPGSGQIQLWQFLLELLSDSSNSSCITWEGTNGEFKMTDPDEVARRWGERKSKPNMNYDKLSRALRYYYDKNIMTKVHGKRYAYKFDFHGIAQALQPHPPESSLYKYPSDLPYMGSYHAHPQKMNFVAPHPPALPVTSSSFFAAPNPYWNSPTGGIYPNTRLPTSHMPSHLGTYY
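His-tagged ERG Ets domain (1 uM in the protein solution; 300mM KCl, 50mM Tris-HCl, 1mM EDTA, 1mM DTT, pH 7.5) received compound, then a probe mix of 5 nM fluorescein-DNA and 100nM Texas-615-DNA. Fluorescence polarization was read for both dyes.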
Numbers without * were called inactive; ? = inconclusive; nt = not tested or not shown; & = joins results of further samples; [ ] = remark or other dose. Unless noted, calls come from the whole dose curve; as a rule, active = well fitted curve in the direction sought with a large enough effect; inconclusive = small, poorly fitted or top-dose-only effect, or another doubt; inactive = no such curve, though single readings can be large; an effect the other way counts as inactive or inconclusive.

SMILES	APEX1 inh	Pol kappa inh	LDHA inh	Anesthetic bind	12-LOX inh	Pol beta inh	POLH inh	RGS4 inh	ERG Ets-DNA blk
COC(=O)c1ccc(CNC(=O)COC(=O)CC23CC4CC(CC(Br)(C4)C2)C3)cc1	1%	-11%	-2	-13%	-18%	28%	-10%	-1%	9%
COc1ccc(CNC(=O)C(C)Sc2ccc(C)cc2)cc1 (centres undefined)	-3%	-4%	-5	-6%	-10%	-1%	-5%	18%	-5%
CCOC(=O)c1ccc(NC(=O)c2cn(-c3ccccc3)nc2-c2ccc(Br)cc2)cc1	nt	5%	-3	-11%	-11%	0%	-17%	13%	-7%
CC1CCCN(CC(=O)Nc2ccc(S(=O)(=O)N3CCCCC3)cc2)C1 (centres undefined)	-1%	-11%	1	-12%	-25%	12%	-12%	-5%	nt
COc1ccc(S(=O)(=O)Cc2ccc(C(=O)N3CCN(c4cccc(C)c4C)CC3)o2)cc1	-7%	-2%	3	-1%	-8%	-24%	-14%	-6%	2%
CCCSC(=O)N(CC)CC(=O)Nc1c(CC)cccc1CC	-1%	-5%	2	-14%	nt	20%	-10%	3%	2%
O=C1CCCC(O)=C1Sc1ccccc1C(=O)O	?	?	3	1%	?	10µM*	8.9µM*	-48%	-1%
COc1cc([N+](=O)[O-])ccc1NC(=O)C1CCCN(S(C)(=O)=O)C1 (centres undefined)	-7%	-7%	-3	nt	364%[activator]	nt	-19%	-17%	-11%
CC1(NC(=O)c2cc(S(=O)(=O)N3CCCCC3)ccc2Cl)CCS(=O)(=O)C1 (centres undefined)	-3%	-10%	-6	-10%	-2%	-5%	-12%	4%	3%
COC(=O)c1ccsc1NC(=O)CCS(=O)(=O)c1ccccc1	28%	-1%	-1	-10%	53%[activator]	-1%	-12%	-24%	-3%
COc1ccccc1OCCCCCNCCO	-2%	-4%	-7	-14%	4%	12%	-3%	2%	nt
COc1ccc(S(=O)(=O)Cc2ccc(C(=O)NCc3ccccc3OC)o2)cc1	46%[activator]	-1%	1	0%	-3%	57%	-4%	21%	4%

Next section, overlapping the part above by three compounds.
SMILES	APEX1 inh	Pol kappa inh	LDHA inh	Anesthetic bind	12-LOX inh	Pol beta inh	POLH inh	RGS4 inh	ERG Ets-DNA blk
COC(=O)c1ccsc1NC(=O)CCS(=O)(=O)c1ccccc1	28%	-1%	-1	-10%	53%[activator]	-1%	-12%	-24%	-3%
COc1ccccc1OCCCCCNCCO	-2%	-4%	-7	-14%	4%	12%	-3%	2%	nt
COc1ccc(S(=O)(=O)Cc2ccc(C(=O)NCc3ccccc3OC)o2)cc1	46%[activator]	-1%	1	0%	-3%	57%	-4%	21%	4%
CCOC(=O)/C(=C/c1ccccc1)NC(=O)c1ccco1	6%	-9%	-2	2%	11%	3%	-13%	4%	-1%
COc1cc(C2NC(=O)NC(C)=C2C(=O)OCc2ccccc2)ccc1O (centres undefined)	1%	-2%	7	-5%	16%	9%	-12%	42%	9%
O=C(CSCc1ccc([N+](=O)[O-])cc1)NC1CC2CCC1C2 (centres undefined)	5%	-12%	-4	3%	10%	0%[57.1 µM]	-21%	0%	-6%
CN(C)/C=N/c1ncc(C(=O)c2ccc(-c3ccccc3)cc2)s1	13%	2%	2	-24%	11%	14%	-15%	?	11%
O=C(O)CSc1cccc2cccnc12	-1%&-3%	9%&-3%	1&0	3%&-3%	?	-19%&3%	-2%&-7%	-25%&-4%	12%&-4%
CCOc1cc(C(=O)Nc2c3c(nn2C(C)(C)C)CS(=O)C3)cc(OCC)c1OCC (centres undefined)	3%	-9%	3	-2%	-12%	1%	8%	9%	0%
Cc1ccc(-n2c3nc(=O)[nH]c(=O)c-3cc3cc([N+](=O)[O-])ccc32)cc1	4%	-4%	13	-6%	-23%	49%	45µM*	-47%	-18%
CCOc1ccccc1NC(=O)CN(c1ccc(OC)cc1OC)S(=O)(=O)c1ccccc1[N+](=O)[O-]	-6%	-12%	-3	-19%	8%	4%	-20%	8%	21%
Cc1cc(C)n(C(=O)COc2ccc([N+](=O)[O-])cc2)n1	13%	-5%	-13	1%	12%	28%	-18%	-27%	-17%
Cc1cccc(OC(C)C(=O)N2CCN(Cc3ccc4c(c3)OCO4)CC2)c1 (centres undefined)	5%	-6%	1	-9%	361%[activator]	8%	-3%	3%	-12%
COc1cccc(CNC(=O)Cn2nc(C)n3c(cc4cc(C)ccc43)c2=O)c1OC	nt	11%	1	?	-16%	10%	-11%	11%	-2%
Cc1noc(C)c1CSCC(=O)N(C)CC(=O)Nc1ccc(F)c(F)c1F	4%	-18%	-5	nt	?	nt	-13%	11%	-2%
CC1CC1C(=O)Nc1ccc(-c2ccccc2)cc1 (centres undefined)	?	0%	-1	-8%	-12%	2%	-17%	-15%	-2%
COc1cccc(C(=O)Nc2c(F)c(F)c(F)c(F)c2F)c1	-19%	-22%	-1	5%	0%	0%	-19%	13%	-7%
Cc1cccc(OCc2nc3ccccc3n2C)c1	29%	-4%	7	?	-5%	2%	-24%	-9%	-9%
Cc1c(C=O)c2ccccc2n1CC(=O)NCc1ccc2c(c1)OCO2	4%	0%	-3	-6%	-25%	-16%	-19%	-22%	17%
N#Cc1c(-c2ccccc2)nc(-c2ccncc2)[nH]c1=O	-2%	11%	-1	-3%	-8%	-4%	-7%	-17%	2%
CNC(=O)c1ccsc1NC(=O)CCS(=O)(=O)c1ccc(Cl)cc1	0%	-5%	-6	nt	-20%	nt	-13%	23%	-4%
Cc1ccc(Nc2ccc(N3CCN(C(=O)c4ccc([N+](=O)[O-])cc4Cl)CC3)nn2)cc1	nt	-15%[60.1 µM]	-6	-5%	-72%	8%	-15%	37%	1%
CC(C)(C)OC(=O)NCCc1nnc(S(=O)(=O)Cc2ccc(Cl)cc2Cl)o1	5%	0%	-9	?	8%	0%	-13%	-6%[11.4 µM]	-22%
Cc1c(C(=O)Nc2ccc(Br)cc2F)oc2ccc(S(=O)(=O)N3CCCCC3)cc12	nt	-10%[60.1 µM]	-1	3%	-19%	0%	4%	5%	1%
N#C/C(=C/c1ccc(-c2ccccc2)o1)c1nc(-c2cccs2)cs1	-4%	-11%	0	-6%	-11%	-4%	-30%	-23%	2%
CC(=O)c1c(N2CCCC2)nc(=S)n(-c2ccccc2)c1C	21%	-4%[60.1 µM]	-11	-8%	-8%	-7%	11%	9%	nt
COCCn1c(COc2ccccc2)nnc1SCC(N)=O	0%	-3%	-1	0%	0%	-9%	-7%	-9%	1%
CCOC(=O)c1ccc[n+](CC(=O)Nc2cc(C(F)(F)F)ccc2Cl)c1	1%	14%	-6	-18%	16%	-29%	-5%	-27%	6%
COc1cc2c(c(OC)c1)C(c1ccncc1)CC(=O)N2 (centres undefined)	1%	-3%	0	0%	0%	2%	-10%	14%	-1%
Cc1cc(C)nc(Nc2ccc(F)cc2)n1	38%[activator]	-5%	-6	-14%	7%	37%	-9%	11%	3%
CCOc1ccc(S(=O)(=O)Nc2cc3c(C(=O)OC)c(COC)oc3c3ccccc23)cc1	nt	-17%	4&8	-7%	-11%&-56%	?	-17%	-5%	2%
COc1ccc(CCNC(=O)c2ccc(Cl)c(S(=O)(=O)N(C)c3ccccc3)c2)cc1	2%	-2%	-4	2%	-5%	-4%	-24%	-10%	0%
O=C(C1CCCN1S(=O)(=O)c1ccc(Br)cc1)N1CCOCC1 (centres undefined)	9%	-8%	-7	5%	-4%	5%	-17%	-10%	6%
Cc1cc(C)nc(N2CCC(C(=O)Nc3nnc(C)s3)CC2)n1	2%	2%	0	-3%	-23%	38%	-18%	8%	-9%
COc1ccc(S(=O)(=O)N2CCN(CCO)CC2)cc1-c1nnc2c3ccccc3c(C)nn12	-1%	-8%	-11	-9%	0%	-13%	-2%	12%	1%
Cc1cc(NC(=O)CSc2ccc3nnc(CCNS(=O)(=O)c4ccccc4)n3n2)no1	?	-10%	-1	-5%	-13%	?	-12%	-21%	-8%
COc1ccc(OCc2nc3c4c(-c5ccc(OC)cc5)c(-c5ccc(OC)cc5)oc4ncn3n2)cc1	nt	7%	-2	9%	-3%	11%	3%	18%	5%
Cc1ccc(N(C(=O)C(F)(F)F)C(C(=O)NC2CCCCC2)c2cccs2)cc1C (centres undefined)	-1%	13%	-2	-7%	5%	22%	4%	-2%	-1%
COc1ccccc1Nc1nn2c(=O)c3ccc(C(=O)NC4CCCCC4)cc3nc2s1	nt	-14%	-6	-15%	-13%	12%	4%	20%	0%
O=C(CCc1nc2ccccc2c(=O)[nH]1)Nc1cc(C(F)(F)F)ccc1N1CCCC1	-3%	11%	2	nt	?	nt	-4%	-25%	11%
COc1cccc(CC2(CO)CCN(Cc3ccc4cccc(F)c4n3)CC2)c1	0%	3%	-6	-14%	-19%	-16%	-16%	5%	-1%
COc1ccc(N2CC(C(=O)N[C@@H](C)C(=O)N3CCCCC3)CC2=O)cc1 (some centres undefined)	27%	0%	-2	-4%	37%[activator]	-4%	-15%	-9%[11.4 µM]	-6%
COC(=O)c1ccc(Oc2nc(SC)nc(N(C)C)n2)cc1	9%	2%	2	8%	0%	9%	-13%	-18%	4%
N#CCCN1CCN(S(=O)(=O)c2ccc(S(=O)(=O)N3CCCCCC3)cc2)CC1	-3%	-11%	-7	-7%	396%[activator]	25%	-7%	-3%	-15%

Screening data (PubChem BioAssay)

Some of the compounds tested. The share of hits here may be higher or lower than overall.
